# Compound activity (PubChem)
# AID2073: inhibitors of Mint1-CaV2.2 protein interaction, biochemical, HTRF (AID 2073); 0.19% of 290,000 active; HTRF protein-protein interaction, Mint1-CaV2.2; higher % means a stronger effect; one-dose inhibition, % at 20 µM; IC50 in µM for titrated hits; in the data active = inhibition mostly above about 51%, no sharp cut-off; inconclusive = no clear call, values can overlap the other calls; inactive = mostly below about 53%; also: some results filed as inactive read as strong as hits
# GPR55 antagonists: GPR55 antagonists blocking LPI-driven arrestin recruitment, primary screen, imaging, U2OS, beta-arrestin-GFP, LPI agonist (AID 2013). U2OS GPR55 beta-arrestin-GFP translocation imaging, LPI antagonism; higher % means a stronger effect. inhibition, % at 10 µM; hits with a dose series show IC50 in µM. 0.13% of 290,000 active;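 active = spots per cell inhibited over 60%, with over 100 cells counted and total cytoplasm intensity under 500,000; inconclusive = wells with under 100 cells, flagged as likely toxic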;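 also: U2OS cells stably carrying GPR55 and arrestin-GFP stimulated by 5 µM LPI near EC80; imaged beta-arrestin-GFP aggregate spots per cell after agonist stimulation; plate controls were LPI-stimulated DMSO wells for no effect and DMSO wells without LPI for full effect; some results filed as inactive read as strong as hits; confirmed hits need IC50 under 10 µM and bright autofluorescent wells are also inconclusive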
# UTI89 phage lysis: inhibition of K1F phage lysis, E. coli UTI89, bacterial capsule biogenesis inhibitors, alamar blue (AID 488966) | E. coli UTI89 K1F phage lysis, alamar blue, 2 h; higher % means a stronger effect | one-dose inhibition, % at 100 µM; IC50 in µM for titrated hits | 0.02% of 340,000 active;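 active = phage lysis inhibition, versus mean bacterial control, above a set limit; inconclusive = no clear call, values can overlap the other calls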;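 also: capsule biogenesis inhibitors block K1F phage lysis so surviving cells raise fluorescence; higher fluorescence means more inhibition of phage lysis; actives were called in the ten point dose series up to 300 µM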
# NS5 inhibitors: Dengue-2 NS5 methyltransferase inhibitors, primary screen, biochemical, confirmation dose response (AID 588689); 0.3% of 340,000 active; Dengue-2 NS5 methyltransferase capping enzyme assay, biochemical; higher % means a stronger effect; one-dose inhibition, % at 25 µM; IC50 in µM for titrated hits; in the data active = a potency from the dose series; inconclusive = inhibition above about 29% without an active follow-up result
# Siah-1 displacement: blockers of Siah-1 interaction with plectin peptide – biochemical, fluorescence polarization, rhodamine-plectin, uHTS, primary screen (AID 1817). displacement, % at 20 µM; hits with a dose series show IC50 in µM. 0.02% of 290,000 active. Siah-1 / rhodamine-plectin peptide fluorescence polarization; higher % means a stronger effect;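 active = displacement of at least 50% at 20 µM, with a fluorescence ratio check between 0.3 and a set limit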;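 also: plate controls were Siah plus tracer with DMSO for no effect and tracer alone without Siah for full effect; strong numbers were not always called active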
# GPR35 arrestin U2OS: GPR35 antagonists blocking zaprinast-driven arrestin recruitment, primary screen, imaging, U2OS, beta-arrestin-GFP, zaprinast agonist (AID 2058); U2OS GPR35 beta-arrestin-GFP translocation imaging, zaprinast antagonism; higher % means a stronger effect; inhibition, % at 10 µM; hits with a dose series show IC50 in µM; 0.052% of 290,000 active;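 active = inhibition of at least 50% with at least 30 cells and total cytoplasm GFP at most 10,000,000; inconclusive = under 30 cells or total GFP of 10,000,000 plus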
# NTR1 agonist: NTR1-driven beta-arrestin-GFP spot formation – imaging, U2OS cells, high content, primary screen (AID 493036) | activation, % at 20 µM | 0.17% of 330,000 active | agonist mode | P30989;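 active = activation at or above 40% of the spot to cytoplasm intensity ratio, with at least 20 cells analyzed; inconclusive = wells under 20 cells, flagged as cytotoxic or low count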;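 also: 0% = DMSO without peptide and 100% = 100 nM NTR1 peptide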
# Target sequence (P30989 whole entry, looked up): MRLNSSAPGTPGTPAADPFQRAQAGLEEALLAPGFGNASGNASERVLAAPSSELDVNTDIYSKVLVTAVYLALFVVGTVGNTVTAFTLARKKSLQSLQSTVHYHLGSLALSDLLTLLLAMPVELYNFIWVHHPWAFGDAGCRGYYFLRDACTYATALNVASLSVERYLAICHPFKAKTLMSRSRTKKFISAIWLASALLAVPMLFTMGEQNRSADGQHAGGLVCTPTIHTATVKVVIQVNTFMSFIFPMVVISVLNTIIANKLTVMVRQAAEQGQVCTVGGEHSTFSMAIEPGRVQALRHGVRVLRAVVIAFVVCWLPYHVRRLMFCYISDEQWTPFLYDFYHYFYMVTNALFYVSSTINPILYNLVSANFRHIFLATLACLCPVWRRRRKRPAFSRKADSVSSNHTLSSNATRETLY
# GPR55 activation: GPR55 agonists via beta-arrestin recruitment, primary screen, imaging, U2OS cells, beta-arrestin-GFP redistribution (AID 1961) | U2OS GPR55 beta-arrestin-GFP redistribution imaging; higher % means a stronger effect | activation, % at 10 µM; hits with a dose series show EC50 in µM | 0.048% of 290,000 active;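 active = activation above 40% with more than 50 cells counted in the well; inconclusive = wells holding fewer than 50 cells, flagged as toxic or sparse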;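 also: U2OS osteosarcoma cells stably expressing GPR55 and beta-arrestin-GFP; plate controls were DMSO negative control for no effect and LPI positive control for full effect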
# HIV peptide binding: inhibitors of HIV fusion peptide binding, primary screen, biochemical, uHTS, fluorescence dequenching (AID 1986). 0.3% of 290,000 active. inhibition, % at 20 µM, or IC50 in µM where a hit was titrated. cell-free peptide binding, fluorescence dequenching, 30 min; higher % means a stronger effect; in the data active = inhibition mostly above about 52%, no sharp cut-off; inactive = mostly below about 76%; also: some results filed as inactive read as strong as hits
# NTR1 agonist cell count 20 µM: also measured in NTR1 agonist; calls as there; cell count; measured here: cell count, cytotoxicity flag
# An asterisk follows results filed as active; ? = inconclusive; . = not tested or not shown; [ ] = another dose, or the depositor's remark.
SMILES,AID2073,GPR55 antagonists,UTI89 phage lysis,NS5 inhibitors,Siah-1 displacement,GPR35 arrestin U2OS,NTR1 agonist,NTR1 agonist cell count 20 µM,GPR55 activation,HIV peptide binding
COc1ccc(-c2cc(=O)oc3cc(OC(C)C(=O)NCc4ccccn4)ccc23)cc1 (configuration not stated),9.8%,-4.5%,6.5%,-1.4%,-2.1%,3.3%,-1.0,73,0.6%,1.8%
Cc1nc(-c2ccccn2)nc(SCC(=O)c2ccccc2)c1Cl,-1.7%,6.5%,.,.,0.4%,0.8%,2.5,35,0.3%,-1.9%
O=C(NCc1cccnc1)c1ccc2c(c1)OCO2,3.9%,8.6%,0.4%,0.7%,-0.6%,11.1%,1.7,71,1.0%,-0.6%
O=C(O)/C=C/c1ccc(S(=O)(=O)N2CCCCCC2)cc1,-5.2%,3.9%,1.1%,-14.0%,1.7%,-8.0%,0.5,89,0.0%,-0.4%
Cc1cc(=O)oc2cc(OCC(=O)OCC(=O)Nc3ccccc3Br)ccc12,-9.1%,8.1%,0.3%,-2.9%,-6.8%,4.0%,0.4,60,-0.1%,0.2%
COC(=O)c1c(NC(=O)COc2ccc(Cl)cc2)sc2c1CC(C)(C)NC2(C)C,13.5%,-12.5%,1.3%[50 µM],-1.9%,-6.8%,-2.6%,37.2,57,0.5%,-0.3%
COc1ccc(-c2ccoc2)cc1[C@H]1[C@H]2C=CC[C@@H](C)[C@@H]2C(=O)N1Cc1ccccc1,14.0%,12.9%,-0.6%,-16.0%,13.3%,1.6%,1.3,72,0.7%,7.5%
Cc1sc2nc(CN3CCCCC3)nc(Nc3ccc4c(c3)OCCO4)c2c1C,15.3%,3.2%,0.8%,-0.8%,-4.6%,3.7%,2.5,60,1.3%,-1.0%
Cc1ccc2[nH]c(C)c(CCN(Cc3cccnc3)C(=S)NC(C)(C)C)c2c1,-2.9%,-12.2%,-0.4%,-0.7%,1.2%,-9.2%,1.2,93,0.0%,-0.4%
COc1ccccc1OCCCCN1CCC(C)CC1,11.8%,4.3%,1.2%[50 µM],0.7%,-5.8%,16.0%,-0.6,48,0.0%,-1.3%
CCOC(=O)C1CCCN(C(=O)c2ccc(Cl)c(S(=O)(=O)N3CCCCC3)c2)C1 (configuration not stated),3.7%,6.9%,-0.3%,.,4.0%,-0.7%,0.6,45,-0.2%,2.8%
O=c1cc(O)c2sc3nc4c(c(C(F)(F)F)c3c2[nH]1)CCCCC4,2.4%,-11.4%,-0.1%,0.9%,-6.2%,-4.3%,1.3,42,0.8%,9.3%
CC(=O)Nc1ccc(Nc2nc(C)c([N+](=O)[O-])c(Nc3ccccc3)n2)cc1,1.2%,-0.3%,4.1%,0.7%,-10.8%,-1.7%,45.6*,72*,-0.1%,-0.1%
CCn1c(CCC(=O)O)nc2cc(S(=O)(=O)N(C)C)ccc21,5.5%,14.8%,0.5%,0.0%,15.4%,5.4%,-0.4,51,-0.2%,0.5%
Cc1ccc(NC(=O)N2CCC(c3nc4c(nnn4Cc4cccc(Cl)c4)c(=O)[nH]3)CC2)cc1,5.1%,-6.0%,-0.8%,-4.9%,1.1%,-10.1%,3.9,73,-0.1%,-0.3%
CC(CCc1ccccc1)NC(=O)CNc1cccc([N+](=O)[O-])c1 (configuration not stated),8.6%,5.5%,-0.1%,-8.3%,2.6%,-1.7%,0.2,49,0.3%,-0.2%
CC(=O)N1N=C(c2ccccc2)OC12CCCC2,-7.4%,-6.6%,1.3%,.,2.2%,-2.4%,-0.1,87,0.5%,-0.5%
O=C(c1ccc(N2C(=O)CCC2=O)cc1)N1CCN(c2ccccc2)CC1,6.5%,-4.7%,0.2%,2.7%,0.9%,3.1%,0.2,45,-0.2%,0.2%
Cc1ccccc1NC(=O)CC1SCCNC1=O (configuration not stated),-3.0%,-1.0%,0.2%,1.4%,-7.5%,-14.1%,-0.6,69,0.2%,-0.2%
Cc1ccc(NC(=O)CC2C(=O)N(Cc3ccccc3)C(=S)N2NC(=O)c2ccccc2)c(C)c1 (configuration not stated),0.0%,6.6%,2.7%[50 µM],-3.8%,9.6%,-17.6%,11.1,78,0.0%,-2.8%
CN(Cc1ccccc1)S(=O)(=O)c1ccc(OCC(=O)N2CCC(C(N)=O)CC2)cc1,-6.9%,-4.8%,-0.2%,-9.5%,-2.6%,8.4%,0.1,68,-0.3%,-2.5%
CN(C(=O)CSc1nnc(-c2n[nH]c3ccccc23)o1)c1ccccc1,1.4%,-10.2%,-0.2%,7.2%,0.8%,-9.1%,0.7,94,0.1%,-0.4%
N#CC1=C(SCC(=O)NC2CCCCC2)NC(=O)CC1c1ccco1 (configuration not stated),4.6%,-14.1%,4.3%[50 µM],-3.5%,-1.6%,-17.6%,0.5,64,-0.2%,0.6%
CCN(CC)S(=O)(=O)c1ccc(Nc2nc3ccccc3n3nnnc23)cc1,8.8%,36.9%,0.7%,-4.2%,5.1%,-8.8%,1.8,47,-0.1%,5.0%
CN(C)c1ccc(C2NCC(CCl)O2)cc1 (configuration not stated),30.6%,16.0%,2.9%,-9.7%,3.1%,-6.9%,-2.4,68,0.0%,-0.3%
COc1cccc2sc3ccc(C#CC4(O)CCCCC4)cc3c(=O)c12,29.1%,2.1%,-1.1%,-3.1%,7.7%,-1.5%,8.5,86,-0.1%,-1.1%
N#Cc1ccc(CSc2nnc(NC(=O)C3CCCO3)s2)cc1 (configuration not stated),10.9%,-1.0%,-0.2%,3.1%,4.5%,-3.4%,0.9,85,0.2%,1.0%
C=CCn1c(SCC(=O)N2CCN(C(=O)c3ccco3)CC2)nc2sc(CC)cc2c1=O,22.0%,11.2%,1.7%,-5.6%,3.5%,7.9%,2.6,66,-0.2%,3.8%
COc1cc(/C=C/c2ccc3cccc(O)c3n2)c(Br)cc1O,23.0%,1.1%,0.0%,-37.2%,-9.1%,-10.4%,29.9,105,-0.1%,4.7%
Cc1cccc(C)c1NC(=O)c1cccc(COc2cc(Cl)ccc2Cl)c1,7.0%,10.4%,0.6%,-2.9%,2.0%,-4.5%,0.8,47,0.1%,2.4%
Oc1oc(-c2ccccc2)nc1C=NCc1ccncc1,4.8%,7.5%,-0.2%,1.6%,1.7%,-11.9%,-1.3,98,0.3%,-1.1%
COc1ccc(CN(Cc2ccc(C(=O)O)cc2)C(=S)Nc2ccccc2Cl)cc1OC,-10.8%,-10.5%,-0.3%,2.4%,-0.1%,-8.7%,1.3,38,-0.3%,0.8%
CCOC(=O)Cc1csc(NC(=O)CSc2nnc(-c3cccnc3)n2Cc2ccco2)n1,23.9%,-5.1%,-0.1%,-7.3%,-0.8%,-5.2%,1.0,80,0.4%,3.8%
Cc1ccc(C(=O)NCc2ccncc2)cc1S(=O)(=O)Nc1cccc(C)c1C,13.4%,-10.7%,-0.4%,-8.0%,0.1%,8.7%,0.4,74,-0.1%,-0.1%
Cc1cccc(NC(=S)N2CCN(S(=O)(=O)c3ccccc3)CC2)c1,-13.4%,7.7%,-0.2%[50 µM],1.9%,2.4%,4.6%,-0.1,57,-0.1%,-1.4%
CCC(C)N1C(=O)CCC1C(=O)N1CCN(c2ccc(F)cc2)CC1 (configuration not stated),-10.8%,8.5%,5.1%,-0.8%,1.0%,21.0%,1.0,53,0.3%,-1.1%
O=C(C[n+]1ccccc1)c1ccc(-c2ccccc2)cc1,1.0%,-2.4%,1.4%,-8.9%,3.7%,1.3%,0.7,59,1.0%,-0.1%
CCOc1cc(/C=C/c2nc3ccccc3c(=O)[nH]2)ccc1O,-8.3%,?,0.0%,-22.4%,6.5%,19.4%,0.2,72,0.4%,-0.2%
COCCCNC(=O)c1c[nH]c2ccc(S(=O)(=O)N3CCC(C)CC3)cc2c1=O,-2.5%,4.5%,0.3%,-4.4%,-2.5%,-10.1%,-0.4,70,0.3%,-1.8%
Cn1c(=O)c2c(-c3ccccc3)n(-n3cnnc3)cc2n(C)c1=O,-3.6%,7.4%,2.0%,-8.6%,-0.3%,13.1%,5.5,33,-0.1%,22.3%

# Brought forward from above: 2 entries, followed by the next part.
SMILES,AID2073,GPR55 antagonists,UTI89 phage lysis,NS5 inhibitors,Siah-1 displacement,GPR35 arrestin U2OS,NTR1 agonist,NTR1 agonist cell count 20 µM,GPR55 activation,HIV peptide binding
COCCCNC(=O)c1c[nH]c2ccc(S(=O)(=O)N3CCC(C)CC3)cc2c1=O,-2.5%,4.5%,0.3%,-4.4%,-2.5%,-10.1%,-0.4,70,0.3%,-1.8%
Cn1c(=O)c2c(-c3ccccc3)n(-n3cnnc3)cc2n(C)c1=O,-3.6%,7.4%,2.0%,-8.6%,-0.3%,13.1%,5.5,33,-0.1%,22.3%
Cc1cc(C)c2c(N=CN(C)C)c(C(=O)N3CCN(c4ncccn4)CC3)sc2n1,42.8%,7.3%,0.0%,3.7%,-2.4%,12.0%,-5.5,100,0.2%,2.4%
Cn1c(CN2CCN(c3cccc(Cl)c3)CC2)nc2ccccc21,6.3%,1.3%,1.1%,-6.1%,-3.9%,-5.2%,0.7,78,0.3%,-1.5%
Fc1ccc(-c2n[nH]c(=S)n2/N=C/c2c[nH]c3ccccc23)cc1,12.3%,1.9%,2.2%,-4.3%,-6.4%,-4.0%,3.1,44,-0.2%,-0.9%
COCc1cc(C)nc(N2CCc3ccccc32)c1C#N,20.8%,1.1%,-2.2%,-4.7%,-3.1%,13.1%,2.5,69,-0.1%,-1.2%
O=C(O)c1ccn2c(C(=O)c3ccc(Cl)cc3)c(-c3ccccc3)cc2c1,17.8%,1.9%,-1.1%,-3.1%,0.5%,-2.4%,2.1,50,0.2%,42.5%
COc1ccc(C(=O)/C=C/c2ccc(O)cc2)c(O)c1CC=C(C)C,-0.3%,11.3%,0.9%,-15.2%,3.6%,14.8%,29.1,60,-0.1%,2.7%
Cc1c(CN2CCCC(C(=O)Nc3cccc(-n4cccn4)c3)C2)cnn1C (configuration not stated),6.7%,-9.4%,0.3%,10.5%,-0.1%,9.8%,0.8,55,-0.2%,1.6%
CCN1CCN(Cc2c(O)ccc3c2O/C(=C\c2ccccc2)C3=O)CC1,35.5%,14.5%,-0.4%,?,-4.7%,14.7%,0.8,83,-0.3%,67.8%
Cc1ccc(N(CC(O)CN2CCCC2)S(=O)(=O)c2ccccc2)cc1 (configuration not stated),-1.7%,0.0%,-3.5%,-3.5%,6.0%,-9.2%,0.7,46,0.1%,-0.8%
